From PubChem BioAssay
Tb PFK inh = T. brucei PFK enzyme inhibition | T. brucei PFK, ADP-Glo luminescence | Potency, µM (doses to about 57.5 µM), for the others: at the top dose activity, negative = inhibition, actives largely listed as inhibitors | hit rate 0.17% among 330,000;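 further: potency means the concentration at half of the fitted maximal effect; 0% = uninhibited 1x PFK enzyme wells and -100% = no-enzyme wells; nearly all actives have a fitted effect of over 60% in size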
Target sequence (O15648 whole entry, looked up): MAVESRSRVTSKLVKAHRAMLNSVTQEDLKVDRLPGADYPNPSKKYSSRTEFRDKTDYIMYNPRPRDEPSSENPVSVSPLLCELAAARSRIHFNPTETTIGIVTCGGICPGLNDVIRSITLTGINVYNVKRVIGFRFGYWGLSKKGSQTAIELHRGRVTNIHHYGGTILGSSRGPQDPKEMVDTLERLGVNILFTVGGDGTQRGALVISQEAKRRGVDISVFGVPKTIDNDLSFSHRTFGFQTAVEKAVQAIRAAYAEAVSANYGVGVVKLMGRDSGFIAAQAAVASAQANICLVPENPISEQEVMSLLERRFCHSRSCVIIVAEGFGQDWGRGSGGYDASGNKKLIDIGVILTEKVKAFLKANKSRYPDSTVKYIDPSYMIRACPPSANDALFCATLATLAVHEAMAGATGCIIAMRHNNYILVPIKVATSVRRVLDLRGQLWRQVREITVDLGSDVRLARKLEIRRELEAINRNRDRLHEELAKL
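PFK 1.25 nM, F6P 0.5 mM, ATP 0.1 mM, 0.1 M TEA pH 8.0, 5 mM MgCl2, 0.01% Tween20, 0.1% BSA; 45 min RT. ADP-Glo readout. qHTS titration up to 57 uM; curves fitted, compounds curve-classed.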
AT treatment = candidate therapy for ataxia-telangiectasia | […] A-T fibroblasts, KAP-1 phosphorylation AlphaLISA; neocarzinostatin DNA damage 30 min before lysis | Potency, µM (highest dose often 57.5 µM), for the others: at the highest dose activation, actives largely listed as activators | hit rate 0.19% among 320,000; further: potency means the concentration at half of the fitted maximal effect; % of control where 0% means no effect; nearly all actives have a fitted effect of over 45% in size
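ATM-like activity read as KAP-1 phosphorylation via AlphaLISA donor/acceptor antibody pairs after lysis and 6 hr at 25C. Cells were ATM-null patient fibroblasts ([…], hTERT), dosed 60 min, then exposed to the DSB inducer NCS for 30 min.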
Giardia killer = Giardia lamblia killing; hit rate 0.15% among 340,000; Giardia lamblia trophozoite viability; activity change, % at 7.66 µM, hits read low; in the data active means activity change below about -80%; inconclusive means between about -30% and that limit;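 further: parasites exposed to compound for two days anaerobically before the ATP read; on the % scale 0 is the no-effect control and ±100 the full control effect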
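Luminescence from cellular ATP indicates surviving trophozoites (100 cells/well) following 48 hrs anaerobic compound treatment at 37 deg C; signal develops 15-30 min at room temperature.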
TSHR antag = human thyrotropin receptor antagonism; hit rate 0.2% among 330,000; TSHR-expressing cells, TSH-stimulated cAMP HTRF, 2 h; hits give low values; P16473; activity change, negative = inhibition, % at 11.5 µM; AID 504810;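 active means activity change below a set negative limit, meaning inhibition stronger than a set level, cut at about -70% in these data; inconclusive means activity change between two set negative limits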; further: on the % scale 0 is the no-effect control and ±100 the full control effect
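TSHR-expressing cells, 200/well, pre-treated with compound, then stimulated with EC80 TSH (4nM final) for 2 hours at 37 deg C. cAMP measured by competitive HTRF: anti-cAMP cryptate antibody in lysis buffer plus cAMP-d2, read after 30 minutes at room temperature.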
GALK inhibitor = galactokinase (human) inhibition | Purified GALK, Kinase-Glo residual ATP luminescence | Potency, µM (titrated, usually from 57.5 µM), for inactives: at the highest dose activity change, negative = inhibition, most hits filed as inhibitors | hit rate 0.007% among 270,000 | AID 1868; further: potency means the concentration at half of the fitted maximal effect; on the % scale 0 is the no-effect control and ±100 the full control effect
Target sequence (P51570 whole entry, looked up): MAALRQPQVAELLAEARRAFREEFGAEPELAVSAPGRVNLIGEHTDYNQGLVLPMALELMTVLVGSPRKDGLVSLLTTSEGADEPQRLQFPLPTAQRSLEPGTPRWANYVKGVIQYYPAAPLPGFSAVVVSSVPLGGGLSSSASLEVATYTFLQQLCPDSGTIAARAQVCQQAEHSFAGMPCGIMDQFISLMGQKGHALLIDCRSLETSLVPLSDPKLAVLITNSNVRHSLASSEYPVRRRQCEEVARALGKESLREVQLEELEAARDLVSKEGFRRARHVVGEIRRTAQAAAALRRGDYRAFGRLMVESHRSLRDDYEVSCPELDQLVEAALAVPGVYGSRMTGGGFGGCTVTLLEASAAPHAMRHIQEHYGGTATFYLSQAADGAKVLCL
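Compounds were pin-transferred into ATP buffer (35 uM final), then GALK plus galactose (5 nM, 100 uM final) was added. After 1 h at room temperature, Kinase-Glo Plus was added and luminescence read after 10 min.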
BCR signal inh = inhibitors of chronic active B-cell receptor signaling; ABC-DLBCL IkBa-CBG/CBR reporter, luminescence ratio, 4 h; Potency, µM (highest dose often 46.1 µM), for inactives: top-dose ratio change, negative = lower green/red ratio, hits mostly inhibitors; hit rate 0.05% among 340,000; active means well fitted inhibition curve with a large enough effect in the signal ratio, with a control signal flat, not every such curve was filed as active; inconclusive means small, poorly fitted or top-dose-only effect, or effect the other way, or a change in a side signal; the % refers to the signal ratio;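 further: potency means the concentration at half of the fitted maximal effect; plate controls were basal doxycycline-induced cells for no effect and cells given 10 µM MG132 for full effect; MG132 reads +100%, hits lower the ratio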
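Concentration-response series (up to 46 uM) were applied to TMD8 dual-reporter cells for 4 h at 37C with doxycycline. Green/red ratio, after filter-overlap correction, defined %Activity; red signal alone was normalised to basal cells and zero luminescence.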
KCNH2 WT inh = KCNH2 (human, wildtype) channel inhibition; U2OS, BacMam KCNH2, thallium flux FluxOr; hits give low values; activity change, % at 1.84 µM; hit rate 0.37% among 340,000;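 active means maximum activity change below -70%; inconclusive means maximum activity change between -70% and -50%; inactive means maximum activity change above -50%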; further: on the % scale 0 is the no-effect control and ±100 the full control effect
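U2OS cells transduced with wild-type KCNH2 virus are loaded with FluxOr dye for 45 min, and thallium flux is measured in kinetic reads before and after stimulation buffer. Rate constants are normalized to DMSO controls.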
FBPA coupling cs = counter-screen for Giardia aldolase inhibitors: coupling enzyme system; coupling enzyme system counterscreen, AmpLite Red fluorescence; activity change, negative = inhibition, % at 58.2 µM, hits read low; hit rate 0.67% among 290,000; AID 2472; in the data active means activity change below about -30%; further: on the % scale 0 is the no-effect control and ±100 the full control effect
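Counterscreen of the coupled detection system alone, without aldolase: glyceraldehyde-3-phosphate coupling enzymes plus AmpLite Red readout. Compounds at 57.5 uM final, 10 min RT preincubation, 20 min RT reaction, fluorescence 525/598 nm.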
CXXC DNA block = MLL CXXC-DNA interaction inhibition; Q03164; MLL-CXXC / FITC-HOXA9 DNA fluorescence polarization; Potency, µM (doses to about 115 µM), for the others: top-dose activity change, negative = inhibition, usual class: inhibitors; hit rate 0.037% among 290,000; active means well fitted inhibition curve with a large enough effect in the polarisation, with a control signal flat, not every such curve was filed as active; inconclusive means small, poorly fitted or top-dose-only effect, or effect the other way, or a change in a side signal; inactive means no such curve, though single readings can be large or run the other way; the % refers to the polarisation; further: potency means the concentration at half of the fitted maximal effect
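Purified MLL-CXXC (added from a 7 uM solution) was preincubated 5 min at ambient with pinned compounds in 50 mM Tris-HCl pH 7.5, 50 mM NaCl, 1 mM DTT, 0.05% BSA. Fluorescein-labeled HOX-A9 DNA (50 nM solution) followed, 30 min, then polarization read.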
TCR act = T cell receptor activation | AID 504894 | 330,000 tested, under 10 active | Potency, µM (top dose mostly 9.22 µM), without a hit: at the top dose activation of IL-2 secretion, hits mostly activators | primary human leukocytes, anti-CD3, IL-2 HTRF, 48 h; further: % of control where 0% means no effect
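48 hr co-incubation of compounds, a-CD3 beads and primary human leukocytes; IL-2 quantified homogeneously by HTRF with anti-IL-2 K and d2 conjugates.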
* hit, by the source's call; i = inactive; ? = inconclusive; nt = not tested or not shown; & = joins results of further samples; [ ] = dose if it differs, or a comment. Unless noted, the call rests on the fitted dose curve; in most records, active means well fitted curve in the direction sought with a large enough effect; inconclusive means small, poorly fitted or top-dose-only effect, or another doubt; inactive means no such curve, though single readings can be large; an effect the other way counts as inactive or inconclusive. Compounds as they come. Share with any hit: about 1.6%.

SMILES	Tb PFK inh	AT treatment	Giardia killer	TSHR antag	GALK inhibitor	BCR signal inh	KCNH2 WT inh	FBPA coupling cs	CXXC DNA block	TCR act
CC(C)(C)SC(=O)CC1NS(=O)(=O)OCC1NC(=O)OCC(Cl)(Cl)Cl (stereo not drawn)	1%	13%	8	-9	nt	-11%	-5	2	2%	-6%
OC(c1nnc(-c2ccccc2)o1)c1cccs1 (stereo not drawn)	-10%	-3%	-15	-1	-1%	0%	1	-3	2%	-3%
COc1ccc2sc(N(CCN(C)C)C(=O)/C=C/c3cccs3)nc2c1	-1%	2%	20	-5	8%	?	-3	0	17%	1%
CCC1C(=O)Nc2ccccc2N1C(=O)c1ccc(Cl)nc1 (stereo not drawn)	3%	3%	-6	5	-2%	-17%	-23	0	2%	1%
CC1(C)CC(=O)C(Sc2nnc(-c3ccc(NS(C)(=O)=O)cc3)n2Cc2ccco2)C(=O)C1	4%	-4%	26	-1	-2%	3%	7	4	3%	4%
CCOC(=O)c1c(C)noc1CP(=O)(c1ccccc1)c1ccccc1	-2%	1%	-12	13	-3%	4%	-14	-2	2%	2%[46.1 µM]
Cc1ccc(S(=O)(=O)Nc2cc(-c3nn(C)c(=O)c4ccccc34)ccc2N2CCOCC2)cc1	2%	1%	-13	-30	-2%	?	-11	0	-1%	0%
Cc1ccc(N=Nc2c(O)ccc3n[nH]nc23)cc1	3%	0%	?	-32	3%	?	-5	-2	39%[activator]	8%
OC[C@H]1OC(O)[C@H](O)[C@@H]1O (stereo partly drawn)	-9%	0%	-29	-4	nt	-2%	-15	nt	nt	4%
COc1ccc(S(=O)(=O)NCC2CCCN(C(=O)CC3CCCC3)C2)cc1 (stereo not drawn)	-8%	4%	-6	1	-2%	?	nt	3	1%	1%
O=C(O)c1nn(CC(=O)N2CCCCCC2)c(=O)c2ccccc12	-1%	-1%	-1	8	7%	1%	9	1	17%	1%
Clc1ccc(OCCn2cnc(Cl)c2Cl)cc1	3%	0%	-14	-6	-2%	-21%	4	4	-9%	-7%
Cc1ccc(N2C(=O)C(CN3CCOCC3)C2c2ccccc2)cc1 (stereo not drawn)	1%	11%	-1	8	-1%	19%	20	1	5%	-7%
Cc1sc2nc3ccc(N4CCCCC4)nn3c(=O)c2c1C	0%	4%	-14	-14	1%	10%	0	-3	4%	2%
COc1ccc(C(=O)NCC(=O)OCc2ccc(Br)cc2)cc1	-4%	-4%	-10	-9	nt	?	i	-1	?	1%[46.1 µM]
Cc1cc(C)n2nc(SCc3nnc(-c4cccs4)o3)nc2n1	-8%	21%	38[activator]	2	11%	nt	0	2	12%	8%
CCN(CC)S(=O)(=O)c1ccc(OC(C)C)nc1	16%	3%	-4	-12	1%	2%	8	-1	1%	-4%
Cc1noc(NS(=O)(=O)c2ccc(NC(=O)c3ccc(N4C(=O)c5ccccc5C4=O)cc3)cc2)c1C	-2%	-3%	-20	-1	2%	0%	-12	4	10%	-14%
Cc1ccc(S(=O)(=O)NCCCCCC(=O)Nc2cccc(C)c2)cc1	3%	-4%	-3	1	nt	-3%	-2	-1	12%	2%[46.1 µM]
CC(C)(C)n1nnnc1C(c1cccnc1)N1CCN(c2cccc(C(F)(F)F)c2)CC1 (stereo not drawn)	0%	1%	-18	-19	-3%	?	13	2	-1%	-8%[46.1 µM]
Cc1ccccc1/C(N)=N/O	-1%	-4%	-21	9	-2%	-1%	3	-14	1%	4%[46.1 µM]
Cc1cccc(CCN(CC(=O)NC2CCCCC2)C(=O)c2csnn2)c1	-1%	4%	0	-7	3%	6%	-3	4	-9%	-1%
Cc1ccccc1NC(=O)C1(NC(=O)c2cccc(N3C(=O)CSC3c3ccccc3)c2)CCCCC1 (stereo not drawn)	-8%	0%	-5	-8	1%	?	-2	0	3%	-3%
COc1ccc(CNC(=O)CN2C(=O)NC3(CCCc4sccc43)C2=O)cc1 (stereo not drawn)	0%	-3%	-6	36	nt	-5%	-6	nt	nt	-5%
COc1ccc(Cl)cc1Nc1nc(C)nc2c1nnn2Cc1ccccc1	1%	4%	8	4	-4%	-1%	-3	0	-8%	-8%
COc1ccc(Cl)cc1NC(=O)CN(C)C(=O)c1cc2c(F)cccc2s1	0%	14%	-4	-8	nt	-1%	-9	nt	nt	-3%
Cc1ccccc1NC(=S)N(CCCN1CCOCC1)Cc1cccs1	2%	-4%	0	-13	2%	-1%	-3	-1	9%	1%
Cc1cccc(N2CCN(C(=O)c3cccc(S(=O)(=O)N4CCOCC4)c3)CC2)c1C	18%	5%	0	-3	nt	4%	-2	nt	nt	nt
CN(NC1OC(=O)c2ccccc21)c1ncc(Cl)cc1C(F)(F)F (stereo not drawn)	0%	-7%	2	16	-2%	?	0	14	19%	2%
Cc1cc(F)ccc1S(=O)(=O)NCC(c1cccnc1)N1CCc2ccccc21 (stereo not drawn)	-2%	2%	12	-16	5%	?	15	0	6%	-5%
FC(F)(F)c1cc(-c2ccccc2)nc(N2CCCCC2)n1	-1%	4%	3	-10	-1%	4%	-3	-4	10%	0%
O=C(CN(Cc1ccc(F)cc1)C(=O)CNS(=O)(=O)c1ccccc1)NCC1CCCO1 (stereo not drawn)	0%	-1%	-23	-8	1%	0%	8	-1	7%	0%
Cc1ccc(C(=O)OCC(=O)Nc2ccccc2C(F)(F)F)cc1S(=O)(=O)N1CCCCC1	-3%	-1%	2	7	nt	?	4	nt	nt	-7%
Cn1nc(CC(=O)N2CCN(c3ccccc3)CC2)c2ccccc2c1=O	-2%	4%	-2	6	1%	0%	-1	-2	-6%	3%
Cn1c(SCc2cccnc2)nc2c(c1=O)SCC2	-26%	9%	-25	14	3%	-1%	-28	3	-18%	nt
Cc1ccc(S(=O)(=O)C2(C(=O)Nc3ccc4c(c3)OCO4)CC2)cc1	0%	5%	-1	-1	0%	0%	15	0	4%	8%
CC(=O)Nc1ccc(NC(=O)Cn2cnc3c(nnn3Cc3ccc(F)cc3)c2=O)cc1	-4%	-2%	-8	5	1%	2%	-4	3	10%	-1%
NC(=O)c1ccc(NC(=O)COC(=O)/C=C/c2ccc(Br)o2)cc1	?	3%	13	15	nt	0%	7	nt	nt	-1%
CCOC(=O)C(C#N)=C1CCN(Cc2ccccc2)CC1	-1%	-11%	1	3	3%	7%	-6	1	?	-2%
CC(=O)c1cccc(NC(=O)CC2SC(N3CCCCC3)=NC2=O)c1 (stereo not drawn)	0%	3%	-11	9	8%	-2%	2	0	-4%	1%
O=C(CCCN1C(=O)NC2(CCCC2)C1=O)NCc1ccccc1	-7%	-2%	3	-12	nt	0%	-11	nt	nt	2%
O=C(COCc1cc(-c2ccc3c(c2)OCO3)on1)N1CCN(c2ccccc2)CC1	1%	1%	13	8	1%	?	25	nt	6%	1%
COCCn1c(SCC(=O)Nc2ccc(Cl)cn2)nnc1-c1ccncc1	-2%	0%	0	0	-2%	14%	-6	1	16%	nt
O=C(CCc1ccccc1)Nc1nccs1	2%	-9%	13	9	3%	7%	-15	0	-8%	-2%
O=C(Nc1ccccc1F)c1ccc(O)c2ncccc12	-7%	-9%	nt	-7	nt	?	nt	nt	nt	nt
CCCCn1c(N)c(N(CCC(C)C)C(=O)c2cc(-c3ccco3)nc3ccccc23)c(=O)[nH]c1=O	-24%	-5%	-6	2	-3%	11%	-6	nt	12%	nt
CN(C)N=Nc1nc2c(c(=O)n(C)c(=O)n2C)n1CC1CO1 (stereo not drawn)	0%	0%	-4	12	-1%	?	-6	0	8%	7%
O=C(O)c1cccc(NC(=S)NC(=O)c2cccc(OCc3ccccc3)c2)c1	10%	-4%	-21	-12	5%	?	nt	9	9%	-4%
CCOCCCNC(=S)N1CCN(Cc2ccc3c(c2)OCO3)CC1	-11%	1%	-17	1	7%	-19%	3	2	-6%	0%
Cc1csc(NC(=O)CCC(=O)N(CC(=O)NC2CCCC2)Cc2ccccc2)n1	-2%	-2%	20	-5	15%	?	8	0	-4%	11%
COc1nc(Nc2ccc(O)cc2)nc(OC(C(F)(F)F)C(F)(F)F)n1	-6%	1%	-1	-5	0%	?	-5	-2	1%	1%
COc1ccc(C(C)=O)c2c1OCCO2	4%	8%	-1	17	2%	?	6	5	-17%	3%
COCc1c(C(=O)N2CCN(Cc3nc4ccccc4s3)CC2)oc2ccccc12	-15%	1%	7	-14	nt	10%	11	nt	nt	11%
COc1ccc(NC(=O)/C(=C\c2cccnc2)NC(=O)c2cccs2)cc1	8%	-7%	2	2	1%	3%	7	0	0%	-15%[46.1 µM]
C/C(N)=C(/C#N)C(=O)CSc1nnc(-c2ccc(OC(F)F)cc2)o1	-15%	0%	-3&3	-3	-3%	?	4&10	2	-3%	2%&2%
COc1cc(NCC(=O)Nc2cccc(S(=O)(=O)N3CCCCC3)c2)cc(OC)c1OC	0%	4%	38[activator]	-38	nt	-3%	2	nt	nt	-6%
